Y pestis TopoI – blocks Yersinia pestis topoisomerase I activity | Y. pestis Topo-I cleavage product accumulation, plate reader | actives 0.064% (n = 360,000) | AID 504884 | activity, % at 10 µM; in the data active means activity above about 50%, passing the limit was not always enough; inconclusive means no clear call, values can overlap the other calls; further: inactives centre near 2
PfHsp40 rescue – restores yeast growth despite PfHsp40 toxicity | growth rescue, % at 12.5 µM | actives 0.68% (n = 340,000) | S. cerevisiae expressing PfHsp40, growth rescue, ATP luminescence; in the data active means growth rescue above about 28%, passing the limit was not always enough; inconclusive means no clear call, values can overlap the other calls;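 further: yeast W303a lacking pdr1 and pdr3 grown in galactose medium; growth measured after three days at 30 °C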
SSB-PriA inh – inhibitors of Klebsiella pneumoniae PriA binding to SSB C-terminal tail | AID 1272365 | AlphaScreen SSBct-PriA binding, biotinylated peptide | inhibition, % at 33 µM | actives 0.6% (n = 430,000); in the data active means inhibition mostly above about 37%, no sharp cut-off; inactive means mostly below about 20%;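 further: plate controls were negative control peptide for no effect and reference peptide for full effect; strong numbers were not always called active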
DUSP3 inh – inhibitors of human VHR1 phosphatase (DUSP3); AID 1654; inhibition, % at 13.3 µM; P51452; recombinant VHR phosphatase, pNPP absorbance; actives 0.52% (n = 290,000); in the data active means inhibition above about 50%; further: some compounds called inactive have numbers as strong as hits
SARS 3CLpro inh – SARS-CoV 3CLpro protease inhibition; recombinant SARS-CoV 3CLpro, quenched FRET peptide cleavage; inhibition, % at 6 µM; actives 0.14% (n = 290,000); AID 1706; in the data active means inhibition above about 12%
Anthrax LF prot – inhibitors of Bacillus anthracis lethal factor protease; multiplex microsphere protease cleavage assay, LF; inhibition, % at 10 µM; actives 0.12% (n = 360,000); AID 588501; in the data active means inhibition above about 30%; inconclusive means no clear call, values can overlap the other calls; further: plate controls were buffer without enzyme for full effect and enzyme alone for no effect
Rv3671c inh – inhibits the M. tuberculosis serine protease Rv3671c; P9WHR9; inhibition, % at 5.96 µM; actives 0.048% (n = 320,000); AID 2606; in the data active means inhibition above about 38%;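 further: extracellular domain of Rv3671c used as enzyme; 0% = enzyme with DMSO and 100% = no enzyme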
BH1578 lux ind – quorum light induction in luxS cqsA deficient V. cholerae; V. cholerae BH1578 lux reporter, luminescence, 6 h; activation, % at 18.7 µM; actives 0.16% (n = 350,000); AID 588436; in the data active means activation mostly above about 9.7%, no sharp cut-off; inconclusive means no clear call, values can overlap the other calls; inactive means mostly below about 3.7%; further: not every result past the cut was called active; inactives centre near 0; reference of the scale not given here
TcdB inh – inhibitors of Clostridioides difficile toxin B glycohydrolase. inhibition, % at 9.99 µM. P18177. actives 0.24% (n = 350,000). TcdB glycohydrolase enzymatic assay, plate reader; in the data active means inhibition above about 10%
Target sequence (P18177 whole entry, looked up): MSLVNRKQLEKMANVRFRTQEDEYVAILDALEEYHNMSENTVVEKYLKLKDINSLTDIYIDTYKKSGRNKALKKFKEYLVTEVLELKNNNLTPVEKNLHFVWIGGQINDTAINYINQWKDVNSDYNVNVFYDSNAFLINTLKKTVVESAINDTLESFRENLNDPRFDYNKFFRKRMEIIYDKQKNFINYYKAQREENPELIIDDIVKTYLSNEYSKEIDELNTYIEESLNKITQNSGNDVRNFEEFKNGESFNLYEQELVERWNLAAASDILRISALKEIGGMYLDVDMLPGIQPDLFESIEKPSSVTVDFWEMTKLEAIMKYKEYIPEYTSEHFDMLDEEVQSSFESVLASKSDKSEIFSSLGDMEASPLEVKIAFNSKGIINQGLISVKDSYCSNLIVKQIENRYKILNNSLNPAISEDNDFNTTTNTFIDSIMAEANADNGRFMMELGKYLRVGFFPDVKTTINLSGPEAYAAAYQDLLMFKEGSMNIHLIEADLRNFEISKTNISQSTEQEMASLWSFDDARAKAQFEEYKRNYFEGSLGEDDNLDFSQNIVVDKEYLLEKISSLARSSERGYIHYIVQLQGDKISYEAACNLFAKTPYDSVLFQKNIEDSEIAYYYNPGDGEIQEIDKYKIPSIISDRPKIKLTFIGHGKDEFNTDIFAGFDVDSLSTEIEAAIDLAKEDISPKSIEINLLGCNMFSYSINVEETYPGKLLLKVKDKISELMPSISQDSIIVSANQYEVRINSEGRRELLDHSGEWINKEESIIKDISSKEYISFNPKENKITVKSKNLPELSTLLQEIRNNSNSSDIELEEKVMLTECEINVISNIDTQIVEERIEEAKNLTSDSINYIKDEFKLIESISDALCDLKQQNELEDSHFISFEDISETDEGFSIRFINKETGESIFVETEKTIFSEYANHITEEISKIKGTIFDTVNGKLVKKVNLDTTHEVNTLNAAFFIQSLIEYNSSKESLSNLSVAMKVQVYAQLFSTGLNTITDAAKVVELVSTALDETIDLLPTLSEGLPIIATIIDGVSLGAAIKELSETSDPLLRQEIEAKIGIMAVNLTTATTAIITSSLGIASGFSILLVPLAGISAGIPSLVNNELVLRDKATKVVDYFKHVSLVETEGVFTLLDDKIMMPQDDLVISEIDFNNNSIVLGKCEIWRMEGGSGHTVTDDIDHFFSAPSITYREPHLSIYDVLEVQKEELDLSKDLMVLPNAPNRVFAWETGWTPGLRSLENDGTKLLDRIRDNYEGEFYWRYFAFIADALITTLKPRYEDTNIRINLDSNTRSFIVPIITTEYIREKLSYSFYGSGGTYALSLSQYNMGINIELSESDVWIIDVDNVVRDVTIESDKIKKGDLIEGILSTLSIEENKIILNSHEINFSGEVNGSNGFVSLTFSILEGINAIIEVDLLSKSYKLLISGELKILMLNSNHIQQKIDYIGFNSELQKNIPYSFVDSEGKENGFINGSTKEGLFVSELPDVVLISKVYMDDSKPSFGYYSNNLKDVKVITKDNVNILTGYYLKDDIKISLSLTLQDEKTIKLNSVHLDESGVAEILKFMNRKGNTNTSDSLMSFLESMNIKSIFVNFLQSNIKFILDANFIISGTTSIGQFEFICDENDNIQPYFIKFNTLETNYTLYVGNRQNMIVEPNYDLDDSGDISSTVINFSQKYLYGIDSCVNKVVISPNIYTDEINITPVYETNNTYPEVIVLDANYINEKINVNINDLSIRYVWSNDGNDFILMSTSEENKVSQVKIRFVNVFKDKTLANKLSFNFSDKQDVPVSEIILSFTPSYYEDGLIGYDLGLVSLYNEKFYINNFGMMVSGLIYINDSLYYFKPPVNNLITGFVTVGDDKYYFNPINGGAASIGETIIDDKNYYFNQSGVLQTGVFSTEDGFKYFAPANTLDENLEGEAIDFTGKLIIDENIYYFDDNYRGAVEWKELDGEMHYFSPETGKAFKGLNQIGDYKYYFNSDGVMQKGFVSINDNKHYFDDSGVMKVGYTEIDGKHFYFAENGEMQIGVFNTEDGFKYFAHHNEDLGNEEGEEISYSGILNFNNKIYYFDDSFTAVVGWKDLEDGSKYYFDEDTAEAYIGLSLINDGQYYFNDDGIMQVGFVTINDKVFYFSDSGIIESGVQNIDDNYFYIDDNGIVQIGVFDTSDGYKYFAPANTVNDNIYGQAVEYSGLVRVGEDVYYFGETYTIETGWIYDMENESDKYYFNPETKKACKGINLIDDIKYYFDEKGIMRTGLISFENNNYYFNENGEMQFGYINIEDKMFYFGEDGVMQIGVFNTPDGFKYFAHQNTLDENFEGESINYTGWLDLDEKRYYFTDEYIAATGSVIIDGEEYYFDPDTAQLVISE
MazF activator – increases E. coli MazEF RNase cleavage of RNA | FAM/BHQ RNA-DNA oligo cleavage fluorescence, 5 h | activation, % at 20 µM | actives 0.32% (n = 350,000) | AID 504720; in the data active means activation above about 50%
The depositor's hits bear a star; i = inactive; ? = inconclusive; · = not tested or not shown. Only part of the results is shown; the hit share may differ from the screen's.

Fields: SARS 3CLpro inh	MazF activator	PfHsp40 rescue	DUSP3 inh	BH1578 lux ind	Anthrax LF prot	SSB-PriA inh	TcdB inh	Y pestis TopoI	Rv3671c inh
1	CSc1ccccc1OCc1cc(C(=O)NC(C)CCn2cccn2)no1 (stereo unspecified)
 : 6	3	-0.1	30	0.5	-1	6	0.3	12	1
2	Cc1cc(COc2ccccc2)oc1C(=O)O
 : -4	7	-0.8	-2	0.7	21	-6	1.7	0	1
3	CC(=O)n1cc([C@H]2C=C(C(=O)N3CCN(Cc4ccccc4)CC3)O[C@@H](OCCCCO)C2)c2ccccc21
 : -6	6	0.2	14	i	-2	7	0.6	6	-2
4	COc1cccc(CNS(=O)(=O)c2c(C)nc3sccn3c2=O)c1
 : -5	1	-1.0	13	-0.3	2	-14	-0.2	0	6
5	COc1cccc(NC(=O)NCCCCc2ccccc2)c1
 : 1	-14	-0.2	6	i	-3	-9	0.1	-5	-1
6	CN(CC1CCN(CCc2cccc(C(F)(F)F)c2)CC1)C(=O)c1ccc(F)cc1
 : -2	1	-1.3	4	-1.0	-4	-8	0.2	23	0
7	Cc1cc(C)n(-c2ccc(C(=O)OCC(=O)Nc3ccc(Cl)cc3[N+](=O)[O-])cc2)n1
 : 7	6	0.4	23	i	0	0	0.0	18	3
8	CCOc1ccc(OCC(=O)OCC(=O)N(CC(C)C)c2c(N)n(Cc3ccccc3)c(=O)[nH]c2=O)cc1
 : ·	-3	-0.2	·	-0.7	-1	-15	0.7	5	5
9	Cc1cccc(C)c1NC(=O)c1cnccn1
 : 1	12	0.2	0	-0.6	·	-14	-5.2	0	1
10	COCCN1C(=O)C(=O)/C(=C(/O)c2cccc(S(=O)(=O)N(C)C)c2)C12C(=O)N(C)c1ccccc12 (stereo unspecified)
 : 2	4	2.9	20	-1.4	0	·	·	7	-1
11	CCCN(CCC)CCCNC(=O)c1nn(-c2cccc(OC)c2)c(=O)c2ccccc12
 : 0	6	-0.2	20	-0.6	0	3	0.9	1	-1
12	Cc1cc(C(=O)N2C(C)CCCC2C)no1 (stereo unspecified)
 : 1	6	0.2	32	-0.2	1	-8	1.7	-6	-3
13	CC(C)CCNC(=O)c1ccccc1SCC(=O)NC1CCCCCCC1
 : ·	-8	0.4	·	-4.2	12	-4	-0.3	24	5
14	N#Cc1cccc(CN2CCC(=O)N(CCO)CC2)c1
 : -3	5	-1.0	5	1.2	-2	5	0.1	-5	-13
15	CC(NCc1ccc2c(c1)OCO2)C(=O)NC1CCCCC1 (stereo unspecified)
 : -2	5	0.1	1	0.7	-3	-9	-0.4	5	-5
16	Cc1ccc(C(=O)N/C(=C\c2ccccc2)C(=O)NCCCn2ccnc2)cc1
 : -3	4	-0.3	24	-0.3	-3	-5	-0.8	3	8
17	C=CCN(C(=O)CCC(=O)Nc1cc(C)on1)C(C(=O)NC1CCCC1)c1ccc(Cl)cc1 (stereo unspecified)
 : -3	4	-0.8	7	-2.1	0	3	1.7	-5	3
18	COc1ccc(-c2cc3c(=O)n(CC(=O)NCCCN4CCN(Cc5ccccc5)CC4)ncn3n2)cc1
 : 3	13	-1.5	-4	-0.6	-3	-15	2.4	12	-3
19	COc1cc([N+](=O)[O-])cc(/C=N\NC(=O)C2COc3ccccc3O2)c1O (stereo unspecified)
 : 0	-3	11	29	0.3	-2	·	-0.5	-9	13
20	Fc1ccc(NC(=S)N2CCCN(c3ccc(C(F)(F)F)cn3)CC2)c(F)c1
 : 2	3	2.4	23	-0.2	1	-10	0.1	-14	0
21	Cc1ccc2nc(Cl)c(/C=N/NC(=O)[C@H]3C[C@@H]3c3ccccc3)cc2c1
 : -1	-23	18	-13	i	-1	·	-0.4	-3	-7
22	CC1(C)CC(N2CCC(=O)N(C3CC(C)(C)NC(C)(C)C3)C2)CC(C)(C)N1
 : -3	1	-1.3	29	i	-3	-17	·	-7	2
23	C/C(=N\NC(=O)c1cccnc1)c1c(O)cc(C)oc1=O
 : -4	6	-2.0	-10	-0.6	-3	·	-6.0	-5	11
24	CCc1cccc(CC)c1N(COC)C(=O)Cn1c(CO)nc2ccccc21
 : 1	-9	0.1	4	-0.4	-7	0	·	9	-4
25	CCOC(=O)c1c(NC(=O)c2ccc(C)cc2)sc2c1CC(C)(C)OC2
 : -5	11	-0.9	28	-0.4	-3	-44	·	12	-8
26	CCOC(=O)C1(CCOC)CCN(Cc2cnc(-c3cccc(C)c3)nc2)CC1
 : -3	4	-0.4	18	0.7	-7	-11	-0.3	3	6
27	CCN(CC)C(=O)N1CCN(S(=O)(=O)c2ccc(C)c(C)c2)CC1
 : 5	1	-0.6	-15	-3.0	-4	-6	·	-1	3
28	C=CCN(CC=C)C(=S)NC(=O)Cc1cccc2ccccc12
 : 2	5	0.7	22	-0.4	3	-13	1.9	1	-11
29	CC(=O)c1c(C)[nH]c(C(=O)N2CCN(C(=O)c3ccco3)CC2)c1C
 : -2	-1	1.3	17	i	-1	-14	·	5	-2
30	COc1ccc(/C=N/NC(=O)c2nn(-c3ccc(Cl)cc3)c(=O)c3c(N)scc23)cc1
 : -1	11	0.6	14	·	-1	·	·	-2	-21
31	COc1ccc(NC(=O)c2ccc(Cl)c(S(=O)(=O)NCC3CCCO3)c2)c(OC)c1 (stereo unspecified)
 : 2	-25	-0.5	14	i	-2	5	0.6	-10	6
32	COc1c(S(=O)(=O)n2nc(C)cc2C)ccc(Cl)c1Cl
 : -2	-1	0.0	-7	-0.3	-4	-17	·	5	-5
33	CCOC(=O)C1=C(COC(=O)/C=C/c2ccc(OC)cc2OC)NC(=O)NC1C (stereo unspecified)
 : ·	-4	0.4	·	i	-1	-9	2.1	19	-7
34	O=C1CCN(Cc2nnnn2CC2CCCO2)c2ccccc2N1 (stereo unspecified)
 : 1	6	-0.9	3	i	0	-4	·	-4	-8
35	COc1ccc(NC(=O)/C(=C\c2cccnc2)NC(=O)c2cccs2)cc1
 : 0	3	0.4	-4	-0.2	1	-5	·	-9	-5
36	O=C(O)c1ccc(CNC(=O)c2ccccc2NC(=O)c2ccc([N+](=O)[O-])cc2)cc1
 : 2	7	-1.3	-3	-0.4	1	6	-0.1	-1	9
37	CCOc1ccc(C2/C(=C(\O)c3ccc4c(c3)OCCO4)C(=O)C(=O)N2CCN2CCOCC2)cc1OC (stereo unspecified)
 : -3	1	-0.2	13	i	-3	·	1.1	-9	·
38	Cc1cccc(NC(=O)C2CCCN(S(=O)(=O)c3cccc4cccnc34)C2)c1 (stereo unspecified)
 : 1	3	0.0	0	i	-6	4	0.2	20	2
39	FC(F)(F)c1cc(-c2ccco2)nc(N2CCOCC2)n1
 : -1	4	0.3	18	-0.5	9	-33	·	-4	3
40	COc1cc(/C=C(\C#N)C(=O)c2c[nH]c3ccccc23)cc(OC)c1O
 : 2	-366	-1.4	29	i	-1	20	-1.5	-12	-6
41	COc1ccc(CCNC(=O)COC(=O)c2sc(C)nc2C)cc1
 : ·	8	0.2	·	-0.3	1	6	1.7	0	4
42	CC(=O)c1ccc(OCC(O)CN2C(C)CCCC2C)cc1 (stereo unspecified)
 : -2	16	0.6	38	i	-4	-11	1.6	-7	-6
43	CC(=O)C1C(c2ccccc2)c2c(noc2C)CC1(C)O (stereo unspecified)
 : -5	-1	-0.4	-4	-0.3	·	1	0.5	-4	2
44	c1ccc2c3c(c(CN4CCCCC4)cc2c1)COC3
 : -1	4	1.3	-15	4.2	?	-11	0.6	1	-5
45	CC1CC/C(=N/Nc2ccccc2)C(=O)N1 (stereo unspecified)
 : -2	0	-0.2	-4	-0.3	1	·	1.4	6	-7
46	CCOC(=O)C1(Cc2cccc(OC)c2)CCCN(S(=O)(=O)c2cccnc2)C1 (stereo unspecified)
 : -2	2	1.4	12	i	-3	-21	1.1	-7	11
47	CN1C(=O)N(C)C(=O)C(NS(=O)(=O)c2ccc(N)cc2)(c2ccccc2)C1=O
 : ·	6	-1.7	·	2.3	4	1	-8.5	2	·
48	Cc1noc(C)c1COc1cccc(C(=O)OCC(=O)NCCN2C(=O)CSC2=O)c1
 : 1	-3	-1.3	14	-0.3	-3	-11	0.6	10	5
49	C[C@@H]1CCCCO[C@@H](CN(C)C(=O)c2ccncc2)[C@@H](C)CN([C@H](C)CO)C(=O)c2cc(N(C)C)ccc2O1
 : ·	4	·	·	i	-4	·	-8.9	5	·
50	Cc1ccc(C2=NN=C(NC(=O)CSc3nc(C)cc(C)n3)SC2)cc1
 : -3	·	·	42	·	·	·	1.7	·	11

Next results
Fields: SARS 3CLpro inh	MazF activator	PfHsp40 rescue	DUSP3 inh	BH1578 lux ind	Anthrax LF prot	SSB-PriA inh	TcdB inh	Y pestis TopoI	Rv3671c inh
51	CC(C)C[C@H](NC(=O)c1nc[nH]c1C(=O)NCc1ccc(CNC(=O)OC(C)(C)C)cc1)C(=O)OCc1ccccc1
 : 6	-2	1.4	-3	-0.4	-8	18	0.4	11	-37
52	Cc1ccc2c(c1)N(CC(=O)NCCc1ccccc1)C(=O)c1cccnc1O2
 : 1	9	-0.5	2	-0.2	5	-2	-4.5	-7	9
53	CC(=O)N1CC23C=CC(CC2CC12CCCCCC2)O3 (stereo unspecified)
 : 5	-17	-0.3	-13	i	-10	-6	-0.2	7	10
54	CCOC(=O)c1c(C)[nH]c(=S)c(C#N)c1-c1ccc(OC)cc1
 : 7	10	20	34	i	-3	2	·	-7	-4
55	Cc1ccc(C(=O)N2CCN(S(=O)(=O)c3ccccc3C#N)CC2)cc1S(=O)(=O)N1CCOCC1
 : ·	-3	-0.5	·	-0.3	1	-14	3.1	19	2
56	CNC(=O)CC1C(=O)N(c2ccc(Cl)cc2)C(=S)N1CCc1ccc(OC)c(OC)c1 (stereo unspecified)
 : 5	5	0.0	26	-0.2	0	1	-6.5	3	-3
57	NNC(=O)CN1C(c2ccccc2)=Nc2ccc(Br)cc2C1c1ccccc1 (stereo unspecified)
 : 13*	6	-0.1	24	-0.1	1	0	2.2	-7	-22

Compound activity as filed in PubChem.
